S1P3 antag = S1P3 receptor antagonists, primary screen, cell-based | Sphingosine 1-phosphate receptor 3 (Homo sapiens), Q99500 | inhibition, % at 4.98 µM | 170,000 compounds, 0.27% hits | CHO S1P3 NFAT-BLA reporter, FRET fluorescence, antagonist mode | AID 485, 2006;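 active means inhibition above the plate cutoff, the mean inhibition of test wells on that plate plus 3 SD, cut at about 28% in these data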;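 further: cells challenged with S1P at its EC80 of 0.8 µM; blue over green emission ratio from cleaved BLA substrate after 4 h stimulation; 0% = S1P-stimulated wells and 100% = unstimulated DMSO-only wells; some compounds past the cut are filed as inactive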
Target sequence (Q99500 whole entry, looked up): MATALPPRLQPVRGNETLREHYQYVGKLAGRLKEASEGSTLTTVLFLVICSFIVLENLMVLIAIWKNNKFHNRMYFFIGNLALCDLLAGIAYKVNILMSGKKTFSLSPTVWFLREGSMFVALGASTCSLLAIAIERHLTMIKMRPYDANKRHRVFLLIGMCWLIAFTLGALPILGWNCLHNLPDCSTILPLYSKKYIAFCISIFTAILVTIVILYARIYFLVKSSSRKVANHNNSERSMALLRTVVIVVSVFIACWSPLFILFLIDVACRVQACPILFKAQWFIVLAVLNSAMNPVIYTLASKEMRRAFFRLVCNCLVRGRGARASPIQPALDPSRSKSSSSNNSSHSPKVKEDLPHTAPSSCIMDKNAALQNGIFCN
Active calls of the source: *.

molecule | S1P3 antag
CC/C(C)=N/Oc1nc(C)cc(C)n1 | -1
Cc1ccc(OCC(O)CNCc2ccccc2)cc1C (stereo not given) | 1
CCOC(=O)/C(C#N)=C/c1cc2cc(C)c(C)cc2nc1Cl | -1
O=C(Nc1ccc(F)cc1)C1C2CCC3C(CCC21)C3(Cl)Cl (stereo not given) | 26
CC(=O)N1N=C(c2ccc(Cl)cc2)CC1c1ccco1 (stereo not given) | 7
Cc1nn2c(N3CCN(C)CC3)cc(C(C)(C)C)nc2c1-c1ccccc1 | 9
O=C(COC(=O)/C=C/c1cccs1)Nc1nc(-c2cccc(Br)c2)cs1 | -2
Cc1cc(/C=N/N2CCN(C)CC2)c(C)n1-c1ccc(Cl)cc1 | 1
Cn1cc(Br)c(-c2cccc(N3C(=O)CCCC3=O)c2)n1 | -12
COc1c(Br)cc([N+](=O)[O-])c(OC)c1C(=O)NC(=O)Nc1c(Cl)cccc1Cl | -2
N=C(N)c1ccc(/C=C/c2ccc(C(=N)N)cc2O)cc1 | -16
O=c1c2ccccc2c(C=Nc2cccc(S(=O)(=O)NC3=NCCCCC3)c2)c(O)n1Cc1ccccc1 | -15
Cc1cc(/C=N/NC(=O)C(O)(c2ccccc2)c2ccccc2)c(C)n1-c1cccc(C(=O)O)c1 | -4
CCN(CC)CCSc1nnc2c3ccccc3n(Cc3ccccc3)c2n1 | -5
O=C(O)c1cccnc1SCC(=O)C12CC3CC(CC(C3)C1)C2 | 2
COc1ccc(C)cc1NC(=O)c1nn(C)cc1Br | -20
CCOC(=O)C1CCN(C(=O)c2sccc2Cl)CC1 | -7
CC(C)c1nc2sc3c(=O)[nH]cnc3c2c2c1CCCC2 | 7
Cc1cc(CSC(=N)N)c(CSC(=N)N)cc1C | -3
Fc1cnc(N/N=C/c2ccc(-c3ccc(Br)cc3)o2)nc1N1CCOCC1 | 2

Continued; it opens with the 2 that closed the last part.
molecule | S1P3 antag
Cc1cc(CSC(=N)N)c(CSC(=N)N)cc1C | -3
Fc1cnc(N/N=C/c2ccc(-c3ccc(Br)cc3)o2)nc1N1CCOCC1 | 2
N#C/C(=C(/O)c1cccc(F)c1)c1nc2ccccc2s1 | 1
COc1ccc(-c2[nH]ncc2CN2CCC(C(=O)c3ccc(F)cc3)CC2)cc1 | 2
O=c1n(Cc2ccccc2Cl)nc2n1-c1ccccc1SC2 | 0
CC1(C)Cc2ccccc2-c2nc(NCCCO)[nH]c(=O)c21 | -6
CCN(CC)C(=O)c1ccc(-c2cccs2)s1 | -13
O=C(Nc1ccc2ncccc2c1)Nc1ccc2ncccc2c1 | 10
CCOC(=O)c1nc(C)sc1-c1ccnn1S(=O)(=O)c1ccc(C)cc1 | 11
CN1CCN(c2oc(Cc3cccc4ccccc34)nc2C#N)CC1 | 0
S=C1NC2=C(CCC/C2=C\c2ccc(Cl)cc2)C(c2ccc(Cl)cc2)N1 (stereo not given) | 0
N#CCCN(Cc1cccnc1)C(=S)NC1CC2C=CC1C2 (stereo not given) | -2
Cc1ccc(S(=O)(=O)/C(C#N)=C/c2c(N3CCCCC3)nc3ccccn3c2=O)cc1 | -4
Cc1ccc(NC(=O)C2=NNC(=O)CC2)cc1F | -2
N#C/C(=C\C=C\c1ccccc1)c1nc(-c2ccc(Cl)cc2)cs1 | 2
O=c1cc(-c2ccccc2)oc2ccc(O)cc12 | -4
COC(=O)CN1C(=S)N(c2ccc(F)cc2)C(=O)C1CC(=O)Nc1ccc(F)cc1 (stereo not given) | -3
CCC(C)Nc1nc(N)c([N+](=O)[O-])c(Nc2cc(OC)ccc2OC)n1 (stereo not given) | 5
CC1=CC(C)(C)N2C(=O)C(=Nc3ccc(O)cc3)c3cccc1c32 | -7
CC(=O)NC(=S)Nc1ccc(NC(=O)c2cccnc2)cc1 | 9
Cc1c(N2C(=O)/C(=C/C3CC=CCC3)SC2=S)c(=O)n(-c2ccccc2)n1C (stereo not given) | -6
Cn1nccc1NS(=O)(=O)c1ccc(NC(=O)C(F)(F)F)cc1 | 7
O=c1c2ccccc2ncn1Cc1ccccc1 | -8
CCCCCn1c(=O)c(C(=O)OCC)c(Cl)c2ccccc21 | 6
N#CCCN(C(=O)CSc1nc2nc(-c3cccs3)cc(C(F)(F)F)c2c(=O)[nH]1)c1ccccc1 | -4
O=C(Nc1ccccc1N1CCOCC1)C1CCN(S(=O)(=O)c2ccc(Cl)cc2)CC1 | -33
COc1ccccc1N(Cc1cc(=O)[nH]c2ccccc12)C(=O)c1ccc([N+](=O)[O-])cc1 | 8
CC(=O)COc1nc2c(c(-c3ccco3)c1C#N)CCc1ccccc1-2 | 6
O=C1CCCN1CCCNS(=O)(=O)c1ccc(F)cc1F | -6
CCOC(=O)c1cc(-c2csc(Nc3c(C)cc(C)cc3C)n2)on1 | -3
COc1ccc(CCN2C(=S)N(C)C(=O)C2CC(=O)Nc2ccc(F)cc2)cc1 (stereo not given) | -4
COc1ccccc1OCCSc1nc(C)c(Cc2ccccc2)c(=O)[nH]1 | 2
CC(=O)CC1(O)C(=O)Nc2ccccc21 (stereo not given) | 5
CSc1ccc(NC(=O)NCc2ccccc2)cc1 | 10
O=C(O)c1cccc(N(CCO)CCO)c1 | -5
Cc1nn(C)c(NC(=O)c2ccc([N+](=O)[O-])cc2)c1Cl | -4
Cc1nc2ccccn2c1/C(O)=C1\C(=O)C(=O)N(CCCN(C)C)C1c1ccc(Cl)cc1 (stereo not given) | -43
CC(C(=O)NC1CCCCC1)N1CCN(C)CC1 (stereo not given) | -1
CC(c1ccon1)N(C)Cc1cn[nH]c1-c1ccc(F)cc1F (stereo not given) | -3
COc1ccc(-c2cc3cc(OC)c(OC)cc3c(C)n2)cc1C | -3
CC(C)(CN1CCC(Cc2ccccc2)CC1)NS(=O)(=O)c1ccccc1 | -16
O=S(=O)(c1ccc(C(F)(F)F)cc1)N1CCCN(c2ccc(C(F)(F)F)cn2)CC1 | -23
Fc1ccc(Nc2nnns2)cc1 | -8
Cc1onc(-c2cccc(Cl)c2Cl)c1C(=O)O/N=C(\N)c1ccc([N+](=O)[O-])o1 | 5
C/C(=N\NC(=O)CN1CCN(Cc2ccccc2)CC1)c1cccs1 | -6
COc1cc2[nH]c3c(=O)n(CCN4CCOCC4)cnc3c2cc1OC | 4
Cc1ccc(S(=O)(=O)CCc2nnc(NC(=O)C3CCCCC3)s2)cc1 | -7
CCn1nnc2cc(C(=O)O)ccc21 | -20
COc1cccc(-c2c(C#N)c(SC)nc3cc(C)nn23)c1 | -11
Cc1ccc(O)c(-c2cc(C(=O)Nc3ccc(S(=O)(=O)Nc4nccc(C)n4)cc3)[nH]n2)c1 | -7
CCOC(=O)c1sc2ncc([N+](=O)[O-])cc2c1N | -5
C/C(=N/OC(=O)c1ccc(Cl)cc1Cl)c1oc(C)nc1C | 4
CC(=O)Oc1ccc(OC(C)=O)c2c1CC(C)=C(C)C2 | 13
CCCCCOC(=O)CCN1C(=O)/C(=C2\SC(=S)N(CCC(=O)OCCCCC)C2=O)SC1=S | 6
CCOC(=S)SCC(=O)Nc1nc(C)c(C)s1 | 1
O=C(CSc1nnc(NCc2ccccc2)s1)NC1CCS(=O)(=O)C1 (stereo not given) | -1
CCC(C)(C)n1nnnc1C(c1ccc2ncccc2c1)N1CCN(c2ccc(O)cc2)CC1 (stereo not given) | -11
Oc1ccc(Nc2ccnc3cc(Cl)ccc23)cc1 | -6
COc1ccc(N=C2NC(=O)/C(=C/C=C/c3ccccc3)S2)cc1 | 6
CCOC(=O)C1=NN(c2ccccc2)C2C(=O)N(c3ccccc3OC)C(=O)C12 (stereo not given) | 10
O=C1NCCN/C1=C\C(=O)c1ccc(F)cc1 | -2
O=C(Nc1ccccc1-c1ccccc1)C(=O)Nc1ccccc1-c1ccccc1 | -11

Further structures.
Molecule	S1P3 antag
Cc1ccc(-c2noc(-c3ccno3)n2)cc1	3
Cc1cc(C)n(C2CC(=O)N(c3ccc(Cl)c(Cl)c3)C2=O)n1 (stereo not given)	-3
Cc1ccc(CNC(=O)c2ccccc2-n2cnnn2)cc1	-11
Cc1cc(=O)[nH]c(N/N=C/c2c(C)nn(-c3ccccc3)c2Cl)n1	21
COc1ccccc1NC(=O)CN1CCN(CC(=O)Nc2ccccc2F)CC1	-6
FC(F)(F)c1cccc(Cc2noc(CN(Cc3ccccn3)CC3CCCO3)n2)c1 (stereo not given)	16
CCC(C)NC(=O)CN1C(=O)NC2NC(=O)NC21 (stereo not given)	-7
O=[N+]([O-])c1cccnc1Sc1n[nH]c(-c2ccc(Cl)cc2)n1	0
COc1ccccc1NC(=S)NC(NC(C)=O)C(Cl)(Cl)Cl (stereo not given)	-10
COc1ccc(C(=O)NC(=S)Nc2ccc(CN3CCOCC3)cc2)cc1	7
COCc1cc(OC)nc(-c2csc(C)n2)n1	-10
COc1c(S(=O)(=O)NCCCN2CCOCC2)ccc(Cl)c1Cl	-1
COc1ccc(OC)c(C2CC(c3ccccc3)=NN2C(=S)Nc2ccccc2)c1 (stereo not given)	9
CC(C)(C)C(=O)Nc1ccc(F)cc1[N+](=O)[O-]	2
CCn1c(N)[n+](CC(=O)Nc2ccc(SC(F)F)cc2)c2ccccc21	2
O=C1NC2=C(C(=O)OC2)C(c2ccc(OC(F)(F)F)cc2)N1 (stereo not given)	-3
CCOC(=O)C(=O)N/N=C(/c1ccccc1)c1ccc(OC)cc1	-4
Nc1ccc2nc(SCC(=O)N3CCN(c4ccccc4)CC3)sc2c1	5
O=C(NCc1ccc(-c2csnn2)cc1)c1cc(Cl)cc(Cl)c1	8
N/C(=N\OC(=O)C1CC1)c1ccc([N+](=O)[O-])s1	-11
Cc1ccc(S(=O)(=O)N(C)C)cc1NC(=O)CN1C(=O)NC(Cc2c[nH]c3ccccc23)C1=O (stereo not given)	1
S=C(Nc1ccc(Nc2ccccc2)cc1)NN1CCOCC1	-2
COc1cc(NC(=S)Nc2ccc(OC(F)F)cc2)cc(OC)c1	8
COC(=O)[C@H](CCSC)NC(=O)NC1CC1	6
Cn1c(=O)c2c(nc(SCCN3CCOCC3)n2Cc2ccc(Cl)cc2)n(C)c1=O	-33
COc1ccc(CN(C(=O)/C=C/c2ccccc2Cl)C2CCS(=O)(=O)C2)cc1 (stereo not given)	-4
COc1ccc(N/N=C(/C(C)=O)N2CCCc3ccccc32)cc1	14
O=C(CNCCC1=CCCCC1)Nc1ccccc1N1CCCCCC1	7
Cc1ccc(-n2cc(CNCCCn3cccn3)c(-c3cccc(C)c3)n2)cc1	18
CCOC(=O)NNC(=O)CCn1c2c(c3ccccc31)CCCC2	5
Cc1cc(=O)oc2cc(OCCCC[n+]3ccccc3)ccc12	-9
O=C(/C=C/c1ccc(S(=O)(=O)N2CCOCC2)cc1)OCC(=O)c1ccc([N+](=O)[O-])cc1	-1
Cc1ccc2nc(Cl)c(C3CC(c4ccco4)=NN3S(C)(=O)=O)cc2c1 (stereo not given)	8
Cc1cc(/C=N/NC(=O)c2ccc(O)cc2)c(C)n1CC(C)C	3
O=C(c1cc2ccccc2oc1=O)N1CCCN(C(=O)c2cc3ccccc3oc2=O)CC1	-3
Cc1cc(C)c2c(c1)/C(=N\N=c1\sc3ccccc3n1C)C(=O)N2	2
O=C1/C(=C/c2cccs2)SC(=S)N1c1cccc(O)c1	-13
O=C(Nc1ccc(F)cc1)c1ccc(CSc2ccc(Cl)cc2)o1	-17
COc1ccc(Nc2ncnc3c2cnn3-c2cccc(C)c2)cc1OC	19
C=CCn1c(SCc2nc3ccccc3c(=O)[nH]2)nc2scc(C3CC3)c2c1=O	-12
CC(=O)Nc1ccc(S(=O)(=O)N2C(=O)c3cccc4cccc2c34)cc1	11
COc1ccc(NC2c3ccccc3C(=O)N2Cc2ccc3c(c2)OCO3)cc1 (stereo not given)	12
COc1ccc(NC(=O)CC(CC(=O)O)c2cc(OC)c(OC)c(OC)c2)cc1 (stereo not given)	3
CC1CC1C(=O)OCC(=O)Nc1cccc(S(=O)(=O)NC2=NCCCCC2)c1 (stereo not given)	2
CC(C)(C)C(=O)N1NC(=Nc2ccccc2)SC1(C)C	1
O=S(=O)(c1c(Cl)sc(Cl)c1Br)N1CCCC1	7
Cc1ccc(C2(C)NC(=O)N(CC(=O)Nc3ccc4[nH]c(=O)[nH]c4c3)C2=O)cc1 (stereo not given)	-15
O=C(c1ccc(C(=O)N2CCN(c3ccccc3F)CC2)nc1)N1CCN(c2ccccc2F)CC1	-46
Cn1ncc(Br)c1NC(=O)Nc1ccc(OC(F)(F)F)cc1	-5
Cc1ccc(S(=O)(=O)NC(=O)Nc2ccc(OC(F)F)cc2)cc1	-21
CN(C)CC(CCCCC(CN(C)C)C(=O)c1ccccc1)C(=O)c1ccccc1 (stereo not given)	9

An excerpt from above in order of molar mass, rising.
Molecule	S1P3 antag
CC(C)(C)C(=O)N1NC(=Nc2ccccc2)SC1(C)C	1
Cc1cc(/C=N/NC(=O)c2ccc(O)cc2)c(C)n1CC(C)C	3
O=C1/C(=C/c2cccs2)SC(=S)N1c1cccc(O)c1	-13
Cc1cc(C)c2c(c1)/C(=N\N=c1\sc3ccccc3n1C)C(=O)N2	2
O=C(Nc1ccc(F)cc1)c1ccc(CSc2ccc(Cl)cc2)o1	-17
O=S(=O)(c1c(Cl)sc(Cl)c1Br)N1CCCC1	7
CC(=O)Nc1ccc(S(=O)(=O)N2C(=O)c3cccc4cccc2c34)cc1	11
COc1ccc(NC2c3ccccc3C(=O)N2Cc2ccc3c(c2)OCO3)cc1 (stereo not given)	12
Cc1ccc2nc(Cl)c(C3CC(c4ccco4)=NN3S(C)(=O)=O)cc2c1 (stereo not given)	8
Cc1ccc(C2(C)NC(=O)N(CC(=O)Nc3ccc4[nH]c(=O)[nH]c4c3)C2=O)cc1 (stereo not given)	-15
COc1ccc(NC(=O)CC(CC(=O)O)c2cc(OC)c(OC)c(OC)c2)cc1 (stereo not given)	3
CC1CC1C(=O)OCC(=O)Nc1cccc(S(=O)(=O)NC2=NCCCCC2)c1 (stereo not given)	2
CN(C)CC(CCCCC(CN(C)C)C(=O)c1ccccc1)C(=O)c1ccccc1 (stereo not given)	9
C=CCn1c(SCc2nc3ccccc3c(=O)[nH]2)nc2scc(C3CC3)c2c1=O	-12
O=C(c1cc2ccccc2oc1=O)N1CCCN(C(=O)c2cc3ccccc3oc2=O)CC1	-3
O=C(c1ccc(C(=O)N2CCN(c3ccccc3F)CC2)nc1)N1CCN(c2ccccc2F)CC1	-46

High-throughput results as filed in PubChem BioAssay.

This is a subset. The share of hits here may be higher or lower than overall.
